# B2AR arrestin – recruits beta-arrestin to the human beta2-adrenergic receptor | beta-arrestin recruitment to beta2AR, cell-based reporter | Potency, µM (series often up to 46.1 µM), inactives show top-dose activation, actives largely listed as activators | 330,000 tested, 0.02% active | AID 492947;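 further: potency means the concentration at half of the fitted maximal effect; 0% = DMSO controls and full agonism = EC100 isoproterenol or metaproterenol; nearly all actives have a fitted effect of over 65% in size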
# Target sequence (P07550 whole entry, looked up): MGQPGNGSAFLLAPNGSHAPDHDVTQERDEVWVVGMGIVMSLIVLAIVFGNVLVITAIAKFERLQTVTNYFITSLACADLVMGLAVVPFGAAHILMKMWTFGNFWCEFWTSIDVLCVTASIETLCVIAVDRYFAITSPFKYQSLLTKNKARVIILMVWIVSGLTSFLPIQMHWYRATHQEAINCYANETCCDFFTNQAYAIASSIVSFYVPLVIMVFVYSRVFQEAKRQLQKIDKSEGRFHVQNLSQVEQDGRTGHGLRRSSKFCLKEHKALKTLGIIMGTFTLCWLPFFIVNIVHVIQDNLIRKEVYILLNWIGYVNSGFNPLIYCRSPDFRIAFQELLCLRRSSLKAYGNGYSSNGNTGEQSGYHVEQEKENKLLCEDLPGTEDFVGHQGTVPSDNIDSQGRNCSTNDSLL
# Giardia killer – Giardia lamblia killing | Giardia lamblia trophozoite viability | activity change, % at 7.66 µM, hits read low | 340,000 tested, 0.15% active; in the data active means activity change below about -80%; inconclusive means between about -30% and that limit;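 further: parasites exposed to compound for two days anaerobically before the ATP read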
#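 Luminescent ATP signal served as the viability read-out, measured 15-30 min after adding ATP detection reagent to trophozoites that had been incubated with compounds for 48 hrs at 37 deg C anaerobically at 100 cells/well.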
# Eya2 inh – inhibitors of human Eya2 phosphatase activity; O00167; recombinant Eya2, OMFP fluorescence dephosphorylation (OMFP is methylfluorescein phosphate); Potency, µM (top dose mostly 76.9 µM), without a hit: at the highest dose activity, negative = inhibition, hits mostly inhibitors; 330,000 tested, 0.006% active; AID 488837; further: potency means the concentration at half of the fitted maximal effect
#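 Eya2 (0.2 uM) preincubated 10 min at ambient with compound, then OMFP substrate added at 50 uM; 10 min reaction in 50 mM HEPES pH 7.5, 50 mM NaCl, 5 uM MgCl2, 0.05% BSA, 1 mM DTT. Fluorescence read at Ex 485/Em 525 nm.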
# GALK inhibitor – blocks human galactokinase activity; Potency, µM (titrated, usually from 57.5 µM), inactives show top-dose activity change, negative = inhibition, actives largely listed as inhibitors; AID 1868; Purified GALK, Kinase-Glo residual ATP luminescence; 270,000 tested, 0.007% active; further: potency means the concentration at half of the fitted maximal effect
#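 Luminescence from leftover ATP (Ultra-Glo luciferase/luciferin) served as read-out after a 1 h room-temperature reaction of 5 nM GALK with 35 uM ATP and 100 uM galactose.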
# hERG WT inh – KCNH2 (human, wildtype) channel inhibition; activity change, % at 1.84 µM; AID 720551; U2OS, BacMam KCNH2, thallium flux FluxOr; stronger effect = lower value; Q12809; 340,000 tested, 0.37% active;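 active means maximum activity change below -70%; inconclusive means maximum activity change between -70% and -50%; inactive means maximum activity change above -50%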
#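 U2OS cells transduced with wild-type KCNH2 virus are loaded with FluxOr dye for 45 min, and thallium flux is measured in kinetic reads before and after stimulation buffer. Rate constants are normalized to DMSO controls.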
# KCNH2 3.1 inh – KCNH2 3.1 (human) potassium channel inhibition; U2OS KCNH2 3.1, thallium flux FluxOr; stronger effect = lower value; activity change, % (tested at about 1.8 µM); 340,000 tested, 0.95% active; AID 720553;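 active means maximum activity change below -70%; inconclusive means maximum activity change from -70% to -50%; inactive means maximum activity change above -50%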;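 further: thallium influx rate constant from kinetic fluorescence after stimulation buffer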
#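 We transduce U2OS cells with the mutant 3.1 virus, culture them overnight, load FluxOr with Red40 quencher for 45 min, then add stimulation buffer and read kinetically for 2 min to derive a normalized rate constant.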
# Coupling enz – coupling enzyme interference in Giardia aldolase counter-screen | coupling enzyme system counterscreen, AmpLite Red fluorescence | activity change, negative = inhibition, % at 58.2 µM, hits read low | 290,000 tested, 0.67% active | AID 2472; in the data active means activity change below about -30%
#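 Counterscreen of the coupled detection system alone, without aldolase: glyceraldehyde-3-phosphate coupling enzymes plus AmpLite Red readout. Compounds at 57.5 uM final, 10 min RT preincubation, 20 min RT reaction, fluorescence 525/598 nm.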
# BCR signal inh – blocks chronic active B-cell receptor signaling; 340,000 tested, 0.05% active; AID 493014; ABC-DLBCL IkBa-CBG/CBR reporter, luminescence ratio, 4 h; Potency, µM (titrated, usually from 46.1 µM), for the others: top-dose ratio change, negative = lower green/red ratio, hits mostly inhibitors; active means well fitted inhibition curve with a large enough effect in the signal ratio, with a control signal flat, not every such curve was filed as active; inconclusive means small, poorly fitted or top-dose-only effect, or effect the other way, or a change in a side signal; the % refers to the signal ratio;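 further: potency means the concentration at half of the fitted maximal effect; plate controls were basal doxycycline-induced cells for no effect and cells given 10 µM MG132 for full effect; MG132 reads +100%, hits lower the ratio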
#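 Doxycycline induced both beetle luciferases in TMD8 lymphoma cells; IKK-driven degradation limits the IkappaBalpha-fused green signal, while red luminescence normalises for cell number and nonspecific effects. Compounds tested up to 46 uM, 4 hrs.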
# USP2a inh – blocks human ubiquitin-specific protease USP2a | O75604 | USP2 core, Ub-CHOP2 coupled fluorogenic reporter, 485/531 | Potency, µM (doses to about 38.3 µM), for inactives: top-dose activity change, negative = inhibition, actives largely listed as inhibitors | 330,000 tested, 0.01% active | AID 463254;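 further: potency means the concentration at half of the fitted maximal effect; plate controls were DMSO wells for no effect and full inhibition by NEM control for full effect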
#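 Deubiquitinase activity read as fluorescence (485/531 nm) after Ub-CHOP2 cleavage activates the enterokinase reporter on its substrate; USP2 core 10nM, Ub-CHOP2 and substrate 25nM each, 30min compound preincubation then 60min RT; data normalized to NEM, curves fitted.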
# uPA surface inh – blocks generation of uPA at the cell surface | cell surface uPA generation assay, qHTS | Potency, µM (highest dose often 38.3 µM), inactives show at the highest dose activity change, negative = inhibition, most hits filed as inhibitors | 330,000 tested, 0.31% active; active means well fitted inhibition curve with a large enough effect; inconclusive means small, poorly fitted or top-dose-only effect; inactive means no such curve, though single readings can be large or run the other way; tested in mouse RAW 264.7 cells; further: potency means the concentration at half of the fitted maximal effect; nearly all actives have a fitted effect of over 55% in size
# PKM2 act – activators of human pyruvate kinase M2 | purified PKM2, Kinase-Glo ATP luminescence, activation; response scale: 0% is enzyme alone, no compound | AID 1631 | 260,000 tested, 0.34% active | P14618 | Potency, µM (highest dose often 57.5 µM), for inactives: at the highest dose activation, usual class: activators; further: potency means the concentration at half of the fitted maximal effect; nearly all actives have a fitted effect of over 55% in size
# Target sequence (P14618 whole entry, looked up): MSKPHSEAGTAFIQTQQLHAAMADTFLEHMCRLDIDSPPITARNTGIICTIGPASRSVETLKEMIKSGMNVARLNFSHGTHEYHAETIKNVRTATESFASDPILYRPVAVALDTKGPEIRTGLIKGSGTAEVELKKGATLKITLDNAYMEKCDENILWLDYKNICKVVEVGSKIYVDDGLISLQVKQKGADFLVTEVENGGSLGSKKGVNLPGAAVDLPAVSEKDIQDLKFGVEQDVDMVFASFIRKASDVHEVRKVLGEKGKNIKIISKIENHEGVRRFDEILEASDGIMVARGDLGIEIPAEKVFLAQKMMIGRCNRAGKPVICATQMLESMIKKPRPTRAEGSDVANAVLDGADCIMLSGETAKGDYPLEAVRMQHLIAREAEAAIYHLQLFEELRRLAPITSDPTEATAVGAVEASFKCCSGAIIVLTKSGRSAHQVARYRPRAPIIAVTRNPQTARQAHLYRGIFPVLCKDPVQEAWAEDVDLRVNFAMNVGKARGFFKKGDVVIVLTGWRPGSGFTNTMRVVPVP
#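 Purified hPK-M2 (>95%) run at intermediate activity with 0.1 mM ADP and 0.5 mM PEP in 50 mM imidazole pH 7.2, KCl, MgCl2; 1 h room temperature. ATP formed read by Kinase-Glo luminescence; normalized to uninhibited and no-enzyme controls.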
# The depositor's hits bear a star; ? = inconclusive; / = no result given; [ ] = another dose, or the depositor's remark. Unless noted, the call rests on the fitted dose curve; in most records, active means well fitted curve in the direction sought with a large enough effect; inconclusive means small, poorly fitted or top-dose-only effect, or another doubt; inactive means no such curve, though single readings can be large; an effect the other way counts as inactive or inconclusive. Unless noted, on the % scale 0 is the no-effect control and ±100 the full control effect.
SMILES,B2AR arrestin,Giardia killer,Eya2 inh,GALK inhibitor,hERG WT inh,KCNH2 3.1 inh,Coupling enz,BCR signal inh,USP2a inh,uPA surface inh,PKM2 act
O=C1C(=C2CCCCC2)SC(=S)N1Cc1ccco1,5.7%,-12,-2%,7%,4,6,0,?,1%,-7%,0%
COc1ccc(NC(=O)/C=C/c2cccc(C(F)(F)F)c2)cn1,0.2%,47[activator],-9%,16%,-6,8,-2,11%,0%,-2%,-2%
CC(=O)Nc1ccccc1P(=O)(c1ccccc1)c1ccccc1OC(C)=O (stereo unspecified),-0.7%,3,3%,6%,-9,-6,2,3%,0%,-11%,-15%
Cc1cc(C)cc(N(CC(=O)O)S(=O)(=O)c2c(C)noc2C)c1,-1.5%,8,2%,0%,16,-6,7,-4%,1%,3%,2%
CCOC(=O)c1c(NC(=S)Nc2ccc(OC)cc2)sc2c1CCC2,-0.6%,-11,-6%,-3%,-12,13,-7,8%,-4%,0%,8%
O=C(Nc1ccc2c(c1)OCO2)C(c1ccccc1)N1CCC2(CC1)OCCO2 (stereo unspecified),-0.1%,6,-9%,1%,15,7,3,?,-1%,2%,6%
CC(C)(C)Nc1nc(Cl)nc(N(C#N)CN2C(=O)c3ccccc3S2(=O)=O)n1,0.3%,14,-4%,-1%,2,-10,2,4%,0%,6%,-7%
O=C(Nc1ccccc1)Nc1cccc2nsnc12,-0.3%,-10,-6%,7%,-27,20,-27,?,1%,4%,3%
Cc1ccc(S(=O)(=O)N2CCOCC2)cc1C(=O)OCC(=O)NC1CCCC1,0.3%,1,-17%,/,3,5,/,0%,0%,2%,/
Cc1cc(C)nc(SCc2nnc(SCC(N)=O)o2)n1,0.1%,17,0%,1%,-1,-8,5,0%,-3%,1%,-1%
C=CCn1c(SCCOc2ccc(OC)cc2)nnc1C(C)NC(=O)Cc1ccc(OC)cc1 (stereo unspecified),-0.5%,-17,-25%,4%,6,-101*,4,-4%,3%,/,-8%
O=C1C(=O)N(Cc2cccs2)c2ccccc21,-1.9%,-8,2%,-2%,-10,3,-6,0%,0%,-9%,-4%[11.5 µM]
O=C(NCc1nc2ccccc2[nH]1)c1cc2ccccc2oc1=O,-0.3%,-21,1%,2%,25,-4,0,-25%,-1%,-5%,1%
Cc1cccc(C(=O)OCC(=O)Nc2ccc3c(c2)OCCO3)c1O,0.1%,-10,27%,/,-1,13,/,-1%,1%,-6%,/
CCOC(=O)C1C(c2ccc(O)c(OC)c2)NC(=O)NC1(O)C(F)(F)F (stereo unspecified),-0.2%,-23,0%,11%,-7,-3,2,-5%,1%,9%,-3%[11.5 µM]
Cc1ccc(CN2C3=NC(=O)CN3c3ccccc32)cc1,/,6,/,0%,-6,8,-1,/,/,-2%,0%
Cc1cccc(N2CC(c3nc4ccccc4n3C)CC2=O)c1C (stereo unspecified),-1.2%,-7,-1%,/,-1,-3,0,5%,1%,11%,-1%
CN(C)C(=O)CCSc1nnc(-c2ccco2)o1,0.2%,-16,3%,11%,-6,-8,6,-2%,0%,-2%,/
COC(=O)c1ccc(C)c(NC(=O)CN2C(=O)c3ccccc3S2(=O)=O)c1,-0.3%,-8,-16%,0%,-1,-19,-2,?,0%,4%,9%
Cc1cccc(C)c1NC(=O)CSc1nnc(-c2cnccn2)n1C,-0.1%,-8,-13%,0%,-15,0,/,-4%,5%,-1%,/
O=C(Nc1cccc(Cl)c1)c1nc[nH]c1C(=O)N1CCc2ccccc2C1,0.0%,0,6%,/,-2,8,/,6%,1%,-1%,/
CC(=O)Nc1ccc(S(=O)(=O)n2cnc(C)c2)cc1,-0.6%,-20,-15%,3%,8,-21,3,7%,0%,3%,-12%
COCC(=O)n1nc(-c2ccccc2)nc1NCc1ccc(F)cc1,0.1%,-2,4%,-1%,-3,-3,0,-2%,0%,2%,2%
O=C(O)CSc1nnc(-c2ccc(Cl)cc2)n1-c1ccccc1,0.0%,/,-9%,0%,/,/,11,0%,-2%,/,-6%
Cn1cccc1C1Nc2ccccc2NC2=C1C(=O)CC(C)(C)C2 (stereo unspecified),0.3%,3,-5%,-2%,7,-1,-12,12%,-2%,-7%,1%
CCN(Cc1nc2cc(Cl)ccc2c(=O)[nH]1)C(=O)CN1C(=O)NC2(CCCCC2C)C1=O (stereo unspecified),-0.3%,4,-32%,/,-4,2,/,3%,3%,-6%,/
Cc1ccc2nc(C3CCN(C(=O)NCc4ccccc4)CC3)[nH]c2c1,0.5%,-4,8%,3%,48,-16,3,-2%,-2%,-7%,5%
COC(=O)c1c(C(C)=O)c(C)n(C)c1C,0.4%,-5,1%,3%,-7,6,2,8%,1%,5%,1%
COc1ccc(NC(=O)Cn2c(=O)n(CC3CCCO3)c(=O)c3cc(OC)c(OC)cc32)cc1OC (stereo unspecified),0.5%,1,-2%,/,-9,-4,0,4%,1%,16%,2%
Nc1cc(OCC(F)(F)F)cc([N+](=O)[O-])c1,-0.4%,-2,4%,/,3,15,-2,-1%,0%,0%,-1%
Cc1cccc(N(C(=O)c2ccc(CN3CCOCC3)o2)C(C(=O)NC(C)(C)C)c2ccc(F)cc2)c1 (stereo unspecified),-0.4%,-13,-18%,1%,-12,0,0,4%,3%,5%,6%
CCOC(=O)CSc1nc2c(c(=O)n(Cc3ccccc3Cl)c(=O)n2C)n1C,-0.3%,1,2%,6%,-2,-11,0,0%,-1%,1%,4%
CCN1CCCC1CNC(=O)c1ccc2c(c1)NC(=O)/C(=C\c1ccc(C)cc1)S2 (stereo unspecified),0.4%,-6,1%,8%,10,-21,2,?,-1%,-16%,-2%
Cc1c(SCCO)c(=O)[nH]c2cc3c(cc12)OCO3,-0.2%,-6,-1%,0%,-2,1,-1,10%,5%,/,7%
CCO[C@H]1OC(C(=O)N2CCN(Cc3ccccc3)CC2)=C[C@@H](c2ccc(C(F)(F)F)cc2)[C@@H]1CCCO,-0.3%,-9,-9%,1%,7,0,1,0%,-2%,2%,2%
Nn1c(Cc2ccccc2)nc2sc3c(c2c1=O)CCC3,-0.2%,7,9%,0%,-1,6,1,-8%,5%,4%,10%
CC(C)OC(=O)Nc1ccc2c(c1)N(C(=O)N1CCN(C)CC1)c1ccccc1CC2,0.2%,?,4%,3%,14,-2,2,0%,1%,-7%,-11%
Cn1cc(C(=O)C(F)(F)F)c2ccccc21,0.1%,6,-28%,-1%,-4,-3,0,5%,2%,6%,-1%
O=C(NC12CC3CC(CC(C3)C1)C2)N1CCN(c2nc(-c3ccccc3)cs2)CC1,-0.7%,-15,2%,-5%,2,-10,/,12%,-1%,-2%,1%
CCCCn1c(N)c(N(CCC(C)C)C(=O)c2ccc([N+](=O)[O-])s2)c(=O)[nH]c1=O,-0.1%,-29,15%,/,3,17,/,16%,-1%,-1%,/
COc1cccc(CNC(=O)C(CCSC)NS(=O)(=O)c2ccc3c(c2)oc(=O)n3C)c1 (stereo unspecified),-0.2%,14,18%,2%,-9,-27,3,2%,1%,3%,5%
Cc1nn(C)cc1/C=N/NC(=O)C1(O)c2ccccc2-c2ccccc21,-0.5%,-14,3%,/,2,3,6,-2%,5%,4%,-3%
CN1C(=O)C2(c3ccccc31)c1c(oc3ccccc3c1=O)C(=O)N2CCCO (stereo unspecified),-0.6%,2,3%,-2%,-2,-15,1,-23%,-1%,-9%,0%
COc1ccccc1NC(=O)COC(=O)Cc1cccs1,0.0%,-12,-6%,0%,-2,-5,1,-9%,2%,1%,-4%
CCc1cccc(NC(=O)CCc2c(C)nn(-c3ccc(N4CCOCC4)nn3)c2C)c1,0.1%,-1,6%,0%,-1,14,/,2%,0%,2%,/
CCOC(=O)c1cn(CC(=O)Nc2ccc(CC)cc2)nn1,0.3%,-10,-26%,3%,-208*,2,-14,-5%,0%,-1%,-6%
CC(C)(C)OC(=O)N1CCC(C(=O)N2CCOCC2)CC1,-1.0%,-7,10%,-1%,0,2,0,-6%,1%,3%,1%
CN(CC(=O)N1CCN(Cc2ccccc2)CC1)C(=O)Cc1ccc(Cl)c(Cl)c1,-0.4%,-17,2%,/,4,-18,/,-1%,2%,3%,/
CC(C)(C)c1cc(C(C)(C)C)n(-c2ccccc2)n1,-0.1%,8,6%,0%,-4,10,-1,-1%,1%,-1%,-4%
O=C(NCc1ccc(F)cc1)Nc1ccc(Cl)cc1,-0.3%,-6,-2%,6%,-3,-4,2,11%,4%,2%,-3%
